EBV gp42 block: blocks Epstein-Barr virus glycoprotein 42 binding | inhibition, % (tested at 21.74 µM) | 0.42% of 220,000 active | Fluorescence polarization binding assay, mP read-out | AID 1085; in the data active = inhibition above about 50%
Target sequence (Q1HVG2 whole entry, looked up): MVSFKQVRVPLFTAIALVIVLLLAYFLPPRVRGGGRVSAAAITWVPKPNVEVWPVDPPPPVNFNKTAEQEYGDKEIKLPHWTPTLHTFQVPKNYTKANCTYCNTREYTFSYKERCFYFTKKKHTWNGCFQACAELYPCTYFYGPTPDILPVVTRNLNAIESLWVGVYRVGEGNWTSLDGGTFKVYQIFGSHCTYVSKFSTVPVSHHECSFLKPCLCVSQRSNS
L929 necroptosis: L929 zVAD cell death inhibition; L929 zVAD necroptosis rescue, ATP luminescence, 24 h; with zVAD 60 µM; viability rescue, % at 10 µM; 0.38% of 220,000 active;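 active = activation, scaled between plate controls, above about 75%, limit read from the data; inactive = activation under that limit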;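 note: 0% = zVAD with DMSO and 100% = DMSO alone without zVAD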
14-3-3 Bad inh: disrupts binding of bovine 14-3-3 zeta to phospho-Bad peptide | P63103 | TR-FRET 14-3-3zeta/Dy647-pBad peptide displacement, 1 h | inhibition, % at 21.7 µM | 0.71% of 220,000 active | AID 781;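 active = inhibition above about 70%, limit read from the data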;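 note: 0% = full 14-3-3 plus peptide FRET controls and 100% = background without 14-3-3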
Hck Nef HTS: blocks Nef-activated human Hck kinase. inhibition, % at 20 µM. 0.68% of 220,000 active. Recombinant Hck-YEEI plus Nef, Z-Lyte FRET kinase assay. P08631;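 active = Hck-Nef kinase inhibition above about 50%, limit read from the data; inactive = inhibition below that limit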;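 note: 0% = DMSO with Hck plus Nef and 100% = Hck alone without Nef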
TbHK1 inh: blocks Trypanosoma brucei hexokinase 1 activity; recombinant TbHK1, G6PDH-coupled NADH A340; inhibition, % at 10 µM; AID 1430; 0.11% of 220,000 active;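 active = inhibition of 50% or more in the single-dose primary screen; inactive = inhibition below 50%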
p47phox inh: blocks human p47phox regulatory protein of NADPH oxidases; AID 1274; inhibition, % at 24.7 µM; p47phox/p22phox peptide binding, fluorescence polarization, 2 h; 0.53% of 220,000 active; P14598;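 active = inhibition above about 30%, limit read from the data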;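 note: 0% = p47phox with labelled peptide and 100% = labelled peptide alone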
Runt-SMMHC FRET: blocks binding of human RUNX1 Runt domain to CBFb-SMMHC. Q01196+Q13951. Cerulean-Runt/Venus-CBFb-SMMHC FRET ratio 530/480, 1 h. inhibition, % at 20 µM. 0.74% of 220,000 active. AID 1434;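 active = mean inhibition across duplicate retests at 20 µM reaching about 50%, limit read from the data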;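 note: 0% = DMSO wells and 100% = wells with excess untagged CBFb-SMMHC; inhibitors lower the FRET ratio by blocking Runt binding to CBFb-SMMHC; some results filed as inactive read as strong as hits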
Target sequence (Q01196 whole entry, looked up, the tested form may be a part): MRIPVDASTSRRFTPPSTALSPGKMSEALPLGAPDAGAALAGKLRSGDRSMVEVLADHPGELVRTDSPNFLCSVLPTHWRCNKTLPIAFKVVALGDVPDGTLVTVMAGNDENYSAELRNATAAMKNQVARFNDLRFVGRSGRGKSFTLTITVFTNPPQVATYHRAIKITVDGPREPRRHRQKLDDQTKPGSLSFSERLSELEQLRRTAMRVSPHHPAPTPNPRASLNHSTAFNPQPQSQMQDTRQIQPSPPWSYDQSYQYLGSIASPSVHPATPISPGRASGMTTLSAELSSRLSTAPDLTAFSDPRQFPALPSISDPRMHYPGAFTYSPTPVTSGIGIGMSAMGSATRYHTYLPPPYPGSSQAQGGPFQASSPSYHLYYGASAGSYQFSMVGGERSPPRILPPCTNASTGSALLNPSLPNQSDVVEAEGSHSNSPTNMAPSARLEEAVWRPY
Target sequence (Q13951 whole entry, looked up, the tested form may be a part): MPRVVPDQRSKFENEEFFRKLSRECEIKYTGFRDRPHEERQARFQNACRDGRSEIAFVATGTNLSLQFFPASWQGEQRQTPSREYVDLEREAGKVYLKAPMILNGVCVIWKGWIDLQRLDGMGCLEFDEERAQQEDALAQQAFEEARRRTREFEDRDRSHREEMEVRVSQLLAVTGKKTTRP
Runt-CBFb FRET: Runt domain-CBFb interaction inhibition | Q01196+Q13951 | Cerulean-Runt/Venus-CBFb FRET ratio 530/480, 1 h | inhibition, % at 20 µM | 0.46% of 220,000 active | AID 1496;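 active = inhibition over about 50% at 20 µM in the single-dose screen, limit read from the data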;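 note: 0% = DMSO wells and 100% = excess unlabeled CBFb competitor control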
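Assay system: Cerulean-Runt domain fusion protein, energy donor; Signal: fluorescence energy transfer, 422 nm excitation, 530/480 nm emission; Timing: 1 h compound exposure, room temperature; Control set: unlabeled CBFb; Medium: Tris buffer pH 7.5 with salts and BSA; Compound: single test concentration of 20 µM, 1% DMSO final; Probe or stimulus: Venus-CBFb 100 nM.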
MDM2 E3 inh: blocks human Mdm2 ubiquitin ligase activity | Q00987 | cell-based MDM2 ubiquitination luciferase reporter, 2 h; 0 = plate control, 100 = twice control, blank-subtracted | signal enhancement, % at 5 µM | 0.11% of 210,000 active;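 active = signal enhancement of 30% or more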;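 note: luminescence tracks abundance of the self-degrading MDM2-luciferase fusion protein; higher signal means inhibition of MDM2 E3 ligase activity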
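Material: Stable MDM2–luciferase fusion reporter cells | Amount: 2000 cells seeded into each well | Dosing: One concentration, 5 µM, with 0.2% DMSO | Incubation: 4 h cell settling then 2 h compound exposure, 37 °C | Measured by: Luciferase luminescence | Read-out basis: % enhancement relative to plate controls after blank subtraction | Benchmarks: Control and blank well means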
* marks the source's active call; other numbers are inactive results; . = no result given; [ ] = dose if it differs, or a comment.

Results follow in this order: EBV gp42 block	L929 necroptosis	14-3-3 Bad inh	Hck Nef HTS	TbHK1 inh	p47phox inh	Runt-SMMHC FRET	Runt-CBFb FRET	MDM2 E3 inh
CNC(=O)Nc1ccc2nc(C)sc2c1
  -2	0.3	-6	21	-3	-4	-5	1	-6
Oc1ccc2ccccc2c1CN1CCN(c2ccccc2)CC1
  -16	0.9	13[fluorescence artefact?]	0	-4	-11	-5	3	-16
CS(=O)(=O)N1CCN(c2ccccc2NC(=O)c2ccc(Br)o2)CC1
  -9	75	2	14	2	-9	2	1	-1
Cc1ccc(CCNC(=O)C2CCCN(C(=O)N(C)C)C2)cc1 (stereo not given)
  -21	0.7	3	8	-4	-5	-1	1	-15
COc1ccccc1C1CC(=O)n2c(nc(-c3ccccc3)c2-c2ccccc2)S1 (stereo not given)
  -5	0.7	-18	1	26	-11	4	3	-12
Cc1nc(-c2cccc(S(=O)(=O)N3CCC(C)CC3)c2)cs1
  -14	0.4	-1[fluorescence artefact?]	-3	6	-9	2	-2	-11
O=C1c2ccccc2-c2onc3c(Oc4ccccc4)cc(O)c1c23
  12	-0.5	10[fluorescence artefact?]	-1	3	-12	-13	-3	-16
CC(=O)n1nc(-c2ccccc2)nc1NCc1ccc(N(C)C)cc1
  4	4.0	1	-20	5	2	0	3	0
COC(=O)CCSCC(=O)N1N=C(c2ccc(Br)cc2)CC1c1cccc(OC)c1OC (stereo not given)
  9	2.1	-6	17	-7	-4	-2	-8	9
O=C(CSc1ncccn1)NCc1ccccc1Cl
  -24	2.1	0	1	0	-21	2	-4	-10
COC(=O)C(C)(C)ONC(=O)Nc1ccccc1Cl
  0	3.1	-7	-3	0	1	2	0	11
C=CCN(CC=C)C(=O)Cc1ccc(F)cc1
  -15	-0.2	6	1	-4	-12	-4	2	-13
Cc1nnc(NC(=O)C2CCN(c3cnccn3)CC2)s1
  -14	-0.1	-2	0	-6	-4	0	-3	-10
C=C(C)CN(CC)C(=O)CSc1nc2ncc(Cl)cc2[nH]1
  6	-0.1	7	-1	-3	-2	-2	-1	-23
COc1ccc(C(C)=O)cc1COc1ccccc1[N+](=O)[O-]
  -13	0.0	-4	20	-4	-3	-1	1	7
COC(=O)C/C=C/[C@@H](C)[C@@H](/C=N/OC[C@H]1O[C@H](c2ccccc2)C=C[C@@H]1Oc1ccc(OC)cc1)NS(=O)(=O)c1ccc(C)cc1
  -4	3.0	2	-1	-7	-13	1	-2	.
COc1cccc(-c2ccc(-c3noc(-c4ccccc4F)n3)c(OC)n2)c1
  -21	0.2	-8[fluorescence artefact?]	5	-16	-69	-4	-3	-5
O=C(NCC1CCCCC1)c1cc(S(=O)(=O)N2CCCCC2)ccc1N1CCOCC1
  -7	-0.9	-11	19	-4	-7	2	-5	14
CCOc1ccc(Cl)cc1S(=O)(=O)NCc1ccccn1
  -12	0.2	-1	-47	8	-1	-2	0	-7
CC(=O)OC(CC(=O)O)C[N+](C)(C)C (stereo not given)
  1	2.3	29	-3	3	4	2	0	.
Oc1c(Cl)cc(Cl)cc1CNn1cnnc1
  -2	4.5	-3	17	-3	-4	4	25	7
N#Cc1cc2c(nc1SCc1ccccc1)CCC2
  -17	-1.2	-29	4	-6	-28	1	-2	.
COc1cc(Cl)c(C)cc1NC(=O)c1cccc(OC)c1OC
  -3	5.8	-7	1	0	-1	2	0	9
COC(=O)c1cccc(S(=O)(=O)N2CCC(NC(=O)NC34CC5CC(CC(C5)C3)C4)CC2)c1
  -6	0.4	-8	-1	6	-2	1	0	-5
NC(=S)N/N=C/c1ccc(-c2cc(Cl)cc(Cl)c2)o1
  -15	0.0	-9	6	-23	-23	12	52*	-13
CC1CCCN(C(=S)Nc2ccc(S(=O)(=O)N3CCCCC3)cc2)C1 (stereo not given)
  -7	0.0	-7	-8	-5	-9	-2	1	-13
CC1Cc2ccccc2N1C(=O)CSc1nnc2n1C(C)(C)Cc1ccccc1-2 (stereo not given)
  7	0.4	4[fluorescence artefact?]	1	0	2	-3	-1	-29
CCc1c(C)nc2ncnn2c1NC1CCCc2ccccc21 (stereo not given)
  -16	-1.9	5	10	5	-6	-1	-1	-8
COc1ccc(S(=O)(=O)CCc2nc3ccccc3s2)cc1
  2	0.7	-5	-1	10	-1	-6	-2	-19
CCN(CCCNC(=O)C1CCN(S(=O)(=O)c2c(C)[nH]c(=O)[nH]c2=O)CC1)c1cccc(C)c1
  -19	-0.3	-11	0	-7	-6	1	5	-8
C=C(C)C1CC=C(C)/C(=N\NC(=O)CNc2cccc3ccccc23)C1 (stereo not given)
  2	-0.3	-4	2	-6	4	-3	3	-10
COc1ccccc1NC(=O)Nc1ccccc1C(N)=O
  6	1.8	-5	-17	0	-5	-6	1	-4
CCOC(=O)c1ccc2[nH]cc(C(C)=O)c(=O)c2c1
  -12	0.2	5	1	-26	-11	3	3	-3
CN(C)[C@H]1N(C(=O)c2ccc(Br)cc2)N=C2c3ccccc3S(=O)(=O)N21
  -6	0.3	22	-2	-6	-3	0	1	2
CCOC(=O)c1[nH]c2ccc(Br)cc2c1NC(=O)CCN1CCCC(C)(C)C1
  -33	.	14	3	-2	-10	10	-8	-5
Cc1ccc(N=c2ssnc2Cl)cc1
  -13	-0.2	46[fluorescence artefact?]	-1	5	8	37	34	.
O=C(CN1C(=O)c2ccccc2C1=O)c1ccccc1
  -15	0.4	2[fluorescence artefact?]	8	1	-6	-2	2	-13
COc1cc(S(=O)(=O)N2CCOCC2)ccc1NC(=O)CSc1n[nH]c(=O)[nH]c1=O
  5	1.0	-1	-2	2	8	2	-2	-9
CC(C)C(c1nnnn1C1CCCC1)N1CCN(C(=O)c2ccco2)CC1 (stereo not given)
  -14	-0.3	5	1	-7	-5	3	-1	9
Cc1ccc(-c2nc3ccsc3c(=O)[nH]2)cc1
  8	1.3	-4	20	0	2	-1	2	-18

Reformatted with bars between the fields: three of the compounds above
canonical_smiles | EBV gp42 block | L929 necroptosis | 14-3-3 Bad inh | Hck Nef HTS | TbHK1 inh | p47phox inh | Runt-SMMHC FRET | Runt-CBFb FRET | MDM2 E3 inh
COC(=O)c1cccc(S(=O)(=O)N2CCC(NC(=O)NC34CC5CC(CC(C5)C3)C4)CC2)c1 | -6 | 0.4 | -8 | -1 | 6 | -2 | 1 | 0 | -5
NC(=S)N/N=C/c1ccc(-c2cc(Cl)cc(Cl)c2)o1 | -15 | 0.0 | -9 | 6 | -23 | -23 | 12 | 52* | -13
CC1CCCN(C(=S)Nc2ccc(S(=O)(=O)N3CCCCC3)cc2)C1 (stereo not given) | -7 | 0.0 | -7 | -8 | -5 | -9 | -2 | 1 | -13

Continued.
Results follow in this order: EBV gp42 block	L929 necroptosis	14-3-3 Bad inh	Hck Nef HTS	TbHK1 inh	p47phox inh	Runt-SMMHC FRET	Runt-CBFb FRET	MDM2 E3 inh
COCCN1C(=O)c2ccccc2C(C(=O)Nc2ccc3c(c2)OCCO3)C1c1ccc(F)cc1 (stereo not given)
  -4	-0.1	3	0	4	-8	-6	-2	-83
COc1ccc(CC(=O)Nc2ccc(S(=O)(=O)Nc3ncccn3)cc2)cc1OC
  7	-0.8	1	24	-9	-2	-3	1	.
CCc1ccc(C(=O)/C=C/c2cnn(C)c2C)s1
  5	0.5	-8	2	-46	0	44	10	-23
CCCn1c2ccccc2c2nnc(SCC(=O)Nc3ncccn3)nc21
  2	-0.6	-12[fluorescence artefact?]	12	-18	0	-2	2	-24
CCNC(=S)Nc1cc(OC)c(NC(=O)c2ccco2)cc1OC
  9	0.7	-10	22	-9	-1	-1	5	-21
C/C(=N\O)C1(C)N(O)C(C)(C)C(c2ccc(Br)cc2)=[N+]1[O-] (stereo not given)
  -19	0.6	4	-3	7	-8	-2	9	-23
CC1(c2cc(C(F)(F)F)n3nc(C(=O)O)cc3n2)CC1
  -24	0.1	10	8	-6	-13	-2	-2	-3
Cc1cc(NC(=O)CCOc2ccccc2)no1
  .	-0.9	.	4	6	.	-2	0	.
COc1ccc(N2CC(O)=C(c3nc(-c4ccc(F)cc4)cs3)C2=N)cc1
  -4	0.1	-1	12	-10	.	-10	0	-1
CC(C)(C)C(=O)OCc1cn(-c2ccccc2)nn1
  -19	-0.1	-1	0	-5	-9	4	-4	-8
CCOC(=O)C1CCN(C(=O)COC(=O)CNC(=O)c2ccc(OC)cc2)CC1
  -10	0.6	0	5	-1	2	1	2	-7
O=C(NC1CCC(NC(=O)C(F)(F)C(F)F)CC1)C(F)(F)C(F)F (stereo not given)
  -12	0.0	-12	-1	2	-5	-5	-1	-12
Cc1cc(NC(=O)Nc2ccc(Cl)c(Cl)c2)n(-c2ccccc2)n1
  -2	1.6	2	-8	-1	-12	0	-2	-91
CCC(CC)NC(=O)COC(=O)c1cc(Br)ccc1Cl
  -6	-1.0	-2	1	0	-9	2	-1	-15
Cc1cccc(C)c1NC(=O)CSCCO
  -8	-0.5	1	0	0	-18	-2	0	-26
COc1cc(NS(=O)(=O)c2ccc(NC(=O)CN3C(=O)c4ccccc4C3=O)cc2)ncn1
  5	8.6	-14	21	-3	3	1	1	2
O=C(C1CCN(S(=O)(=O)c2cccs2)CC1)N1CCCCCC1
  -17	-0.4	13	0	-5	-6	-5	1	-2
CC1(OC(=O)C2CCCC2)C(=O)C=C2C=C(c3ccsc3)N(C3CCCCC3)C=C2C1=O (stereo not given)
  24	0.4	0	12	-18	3	9	2	0
CC(C)Cn1c(N)c(C(=O)COC(=O)c2cnc(Cl)c(Cl)c2)c(=O)n(C)c1=O
  -13	0.1	2	14	-2	1	0	-2	-4
O=C(Nc1ccc2ccccc2c1)c1ccc(NS(=O)(=O)c2ccc(Br)s2)cc1
  -16	3.6	13[fluorescence artefact?]	5	5	3	-7	-3	27
Cc1ccc(Cl)cc1NC(=O)C(Cc1ccccc1)N1C(=O)C2C3CCC(C3)C2C1=O (stereo not given)
  0	1.2	-2	-3	0	-11	4	1	0
CCOC(=O)NC(=S)c1ccc[nH]1
  -8	0.4	-9[fluorescence artefact?]	7	-18	-13	4	-2	12
CCC(C)NS(=O)(=O)c1cccs1 (stereo not given)
  1	0.5	-1[fluorescence artefact?]	2	9	-7	-3	1	-6
c1ccc(CC2CNc3ccccc3CN2)cc1 (stereo not given)
  3	-0.1	25[fluorescence artefact?]	0	2	7	-41	-1	-6
CC(C)N=c1scc(-c2ccco2)n1/N=C/c1ccc(O)c(O)c1
  -3	32	-2	1	-14	-6	9	22	-14
O=C(O)c1ccc(N2C(=O)c3cccnc3C2=O)cc1
  -3	2.8	-14	-24	-7	-1	-2	0	-1
COc1ccccc1-n1c(CNC(=O)c2ccccc2)nnc1SCC(=O)Nc1nnc(C)s1
  -18	0.9	14	12	-4	-7	-2	2	-3
O=C1CCCN1CCCNC(=S)Nc1ccccc1Cl
  -22	1.6	-4	18	-4	5	1	2	-8
CCCCCCn1c(Br)nc2c1c(=O)n(C)c(=O)n2C
  -22	-0.9	-7	23	-5	-4	-4	-2	-4
CCN(CC)C(=O)C1CCN(Cc2ccc(Br)cc2)CC1
  2	-0.4	65[fluorescence artefact?]	0	5	0	-5	-1	0

Screening data as filed in PubChem BioAssay.
